D2 antag: D2 dopamine receptor (human) antagonism; AID 485344; inhibition, % at 10 µM; 340,000 tested, 2% active; HEK293 TREx D2 cells, calcium flux, dopamine EC80; in the data active = inhibition above about 30%; note: 0% is about no effect
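Compounds are added to dye-loaded, induced HEK293 T-REx cells coupled to calcium release via D2; after a 3 min kinetic read an EC80 dopamine stimulus is given and fluorescence is recorded for 3 more min.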
rTrxR1 inhibitor: rat TrxR1 inhibition. O89049. recombinant rTrxR1, NADPH fluorescence consumption, selenite substrate. Potency, µM (series often up to 114 µM), for the others: at the highest dose activity change, negative = inhibition, actives largely listed as inhibitors. 390,000 tested, 1% active; note: potency is the fitted concentration of half-maximal effect; % is set by controls: 0 for no effect and ±100 for the full control effect; nearly all actives have a fitted effect of over 65% in size
Target sequence (O89049 whole entry, looked up): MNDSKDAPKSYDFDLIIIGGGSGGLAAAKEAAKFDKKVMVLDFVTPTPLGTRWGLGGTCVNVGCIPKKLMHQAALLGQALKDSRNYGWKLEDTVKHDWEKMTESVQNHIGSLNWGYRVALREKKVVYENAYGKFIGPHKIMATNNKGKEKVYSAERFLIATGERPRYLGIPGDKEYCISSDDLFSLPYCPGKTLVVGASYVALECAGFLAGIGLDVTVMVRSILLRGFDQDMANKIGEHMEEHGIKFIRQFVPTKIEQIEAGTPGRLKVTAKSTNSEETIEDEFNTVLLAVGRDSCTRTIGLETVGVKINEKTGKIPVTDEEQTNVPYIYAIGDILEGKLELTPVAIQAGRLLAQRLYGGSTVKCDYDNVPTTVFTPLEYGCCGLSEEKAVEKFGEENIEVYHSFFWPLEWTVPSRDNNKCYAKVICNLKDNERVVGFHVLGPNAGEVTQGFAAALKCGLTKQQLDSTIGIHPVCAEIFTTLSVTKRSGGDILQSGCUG
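Rat TrxR1 (90 nM in the dispensed reagent) was pre-reduced with 400 uM NADPH for 5 min at room temperature, then incubated with compound for 15 min. After 400 uM selenite was added, NADPH fluorescence (Ex 340/Em 450 nm) was followed for 8 min.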
PI4K2A block: inhibitors of human PI4K2A; AID 1346378; Q9BTU6; purified PI4K2A, ADP-Glo luminescence, 1 h; active compounds read low; activity change, negative = inhibition, % at 76.9 µM; 420,000 tested, 0.13% active; in the data active = activity change below about -50%; inconclusive = mostly about -30% to -49%;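 note: -100% = wells without enzyme as full effect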
Target sequence (Q9BTU6 whole entry, looked up): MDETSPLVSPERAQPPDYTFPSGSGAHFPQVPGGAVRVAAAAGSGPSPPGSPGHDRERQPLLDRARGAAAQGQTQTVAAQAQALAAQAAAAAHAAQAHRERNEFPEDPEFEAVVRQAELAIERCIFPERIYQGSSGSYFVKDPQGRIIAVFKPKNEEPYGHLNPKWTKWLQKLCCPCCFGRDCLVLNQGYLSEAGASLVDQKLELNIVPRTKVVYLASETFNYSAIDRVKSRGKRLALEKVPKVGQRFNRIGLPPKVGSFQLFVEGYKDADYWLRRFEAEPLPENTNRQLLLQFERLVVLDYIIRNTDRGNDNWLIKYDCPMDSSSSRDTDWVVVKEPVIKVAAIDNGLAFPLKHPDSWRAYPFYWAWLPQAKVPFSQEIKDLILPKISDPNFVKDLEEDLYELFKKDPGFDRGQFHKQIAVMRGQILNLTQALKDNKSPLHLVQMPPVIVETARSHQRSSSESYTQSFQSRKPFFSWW
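ADP-Glo luminescence measured ADP generated by PI4K2A enzyme (4 ug/mL before mixing) with 1.2 mM PI substrate (pre-mix) and 300 microM ATP (pre-mix). Tris pH7.5 buffer with MgCl2, Triton X-100; 1 h reaction at ambient temperature.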
USP1 inh: inhibitors of human USP1/UAF1 deubiquitinase. recombinant USP1/UAF1, Ub-Rhodamine cleavage fluorescence. Potency, µM (series often up to 57.1 µM), inactives show top-dose activity change, negative = inhibition, hits mostly inhibitors. 390,000 tested, 0.23% active. AID 743255; note: potency is the fitted concentration of half-maximal effect; % is set by controls: 0 for no effect and ±100 for the full control effect; nearly all actives have a fitted effect of over 60% in size; inactives centre near -12
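High-throughput fluorogenic screen: 1nM USP1/UAF1 complex, Ub-Rho substrate 150nM final, 50mM HEPES pH 7.8 with 0.5mM EDTA, 0.1 mg/ml BSA, 1mM TCEP and 0.01% Tween-20.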
TRHR agonist: activates the human TRH receptor. P34981. TRHR cells, calcium flux fluo-8, FDSS agonist mode. activation, % at 2 µM. 360,000 tested, 0.18% active. AID 493084; in the data active = activation above about 30%; note: 0% is about no effect
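Read-out: compound-evoked intracellular calcium rise in TRHR cells, fluo-8 dye, kinetic FDSS fluorescence at 1 s/cycle following a 10-cycle baseline. Cells cultured overnight before dye loading (30 min–1.5 h, RT).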
TrxR1 substrate: substrates of rat thioredoxin reductase 1. O89049. purified TrxR1 substrate turnover, NADPH consumption readout. Potency, µM (series often up to 114 µM), for inactives: at the highest dose activity change, negative = substrate turnover. 390,000 tested, 0.01% active; note: potency is the fitted concentration of half-maximal effect; % is set by controls: 0 for no effect and ±100 for the full control effect; nearly all actives have a fitted effect of over 50% in size
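Rat TrxR1, dispensed at 90 nM, was prereduced with 400 uM NADPH (final) for 5 min at ~22 deg C, then incubated with compound 15 min before 400 uM selenite. A first-read NADPH fluorescence drop versus no-compound background flagged substrates.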
mIDH1 inhibitor: blocks human mutant IDH1 R132H enzyme; IDH1-R132H enzyme, NADPH consumption, diaphorase/resazurin fluorescence; Potency, µM (series often up to 76.6 µM), for inactives: top-dose activity change, negative = inhibition, hits mostly inhibitors; O75874; 390,000 tested, 0.093% active; note: potency is the fitted concentration of half-maximal effect; % is set by controls: 0 for no effect and ±100 for the full control effect; nearly all actives have a fitted effect of over 65% in size
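IDH1-R132H (0.5 ug/mL) preincubated 30 min with compound, then NADPH (0.016 mM) and alpha-KG (2 mM) added; 80 min at RT, pH 7.5. Remaining NADPH coupled via diaphorase/resazurin to fluorescence (540/590 nm); concentration-response curves normalized to no-enzyme control.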
D2 ag: D2 dopamine receptor (human) agonism; P14416; HEK293 T-REx D2 cells, calcium flux agonist mode; activation, % at 2 µM; 340,000 tested, 0.53% active; AID 485358;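 active = activation over 3 SD above normal in the single-dose calcium agonist read, cut at about 30% in these data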; note: 0% is about no effect
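Agonism is scored from calcium flux in a force-coupled, inducible HEK293 cell line expressing D2, read kinetically for 180 s after compound addition against dopamine controls.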
TRHR PAM: allosteric enhancers of human TRH receptor; P34981; TRHR cells, fluo-8 calcium fluorescence, EC20 TRH enhancement; enhancement, % at 2 µM; 360,000 tested, 0.66% active; AID 493056; in the data active = enhancement above about 30%; note: 0% is about no effect
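TRHR-expressing cells loaded with fluo-8 calcium dye were read kinetically (ex 480/em 530) during compound addition, then stimulated with an EC20 of TRH (10 nM final). Enhancement of the Gq-mediated intracellular calcium response was scored.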
The depositor's hits bear a star; [ ] = remark or other dose. Unless noted, calls come from the whole dose curve; as a rule, active = well fitted inhibition curve with a large enough effect; inconclusive = small, poorly fitted or top-dose-only effect; inactive = no such curve, though single readings can be large or run the other way.

How did O=C(CCN1C(=O)C2CC=CCC2C1=O)Nc1nc(-c2ccc(F)c(F)c2)cs1 (configuration not stated) do in these assays?
D2 antag: -24; rTrxR1 inhibitor: inconclusive; PI4K2A block: -1; USP1 inh: -1%; TRHR agonist: 0.0; TrxR1 substrate: -17%; mIDH1 inhibitor: -19%; D2 ag: 0.9; TRHR PAM: 7

How did COc1ccc(/C=C/C(=O)NC(=S)N2CCN(c3ccccc3OC)CC2)cc1 do in these assays?
D2 antag: 0; rTrxR1 inhibitor: 7%; PI4K2A block: 0; USP1 inh: -6%; TRHR agonist: -0.1; TrxR1 substrate: -4%; mIDH1 inhibitor: -8%; D2 ag: -0.3; TRHR PAM: 13

What do the screens show for `COc1ccc(Br)cc1CN1CCCC(C(=O)N2CCCCCC2)C1` (configuration not stated)?
D2 antag: 32*; rTrxR1 inhibitor: 39%[activator][57.1 µM]; PI4K2A block: -6; USP1 inh: 0%; TRHR agonist: -0.1; TrxR1 substrate: 16%[57.1 µM]; mIDH1 inhibitor: 7%; D2 ag: 0.7; TRHR PAM: -3

Results for COc1cc2c(cc1OC)C(C(=O)NC1CC1)C1c3ccccc3CCN1C2=O (configuration not stated) ?
rTrxR1 inhibitor: 1%; PI4K2A block: -5; USP1 inh: -14%; TrxR1 substrate: 0%; mIDH1 inhibitor: -9%

Results for CC(C)Oc1cccc(-c2cc(C(=O)N3CCN(c4ncccn4)CC3)c3ccccc3n2)c1 ?
D2 antag: 2; TRHR agonist: -0.7; D2 ag: -0.3; TRHR PAM: 1

How did O=C(O)CC1C(=O)NCCN1Cc1cccs1 (configuration not stated) do in these assays?
D2 antag: 15; rTrxR1 inhibitor: -4%; PI4K2A block: -3; USP1 inh: -17%; TRHR agonist: 0.4; TrxR1 substrate: 4%; mIDH1 inhibitor: 6%; D2 ag: 1.0; TRHR PAM: -4

What do the screens show for `COc1ccc(NC(=O)CN2CCN(C(=O)C3CCCO3)CC2)c(OC)c1` (configuration not stated)?
D2 antag: 4; rTrxR1 inhibitor: -3%; PI4K2A block: 1; USP1 inh: -10%; TRHR agonist: 0.0; TrxR1 substrate: 0%; mIDH1 inhibitor: 2%; D2 ag: -0.3; TRHR PAM: 15

What do the screens show for `N#C/C(=C\C=C\c1ccccc1[N+](=O)[O-])C(=O)NC1CCCCC1`?
D2 antag: 2; rTrxR1 inhibitor: 8%[57.1 µM]; PI4K2A block: -2; USP1 inh: -15%; TRHR agonist: -0.3; TrxR1 substrate: -6%[57.1 µM]; mIDH1 inhibitor: 2%; D2 ag: -0.5; TRHR PAM: -1

What do the screens show for `CCC(C)[C@H]1CN=C(N)N1CC1CCCCC1` (some centres not stated)?
rTrxR1 inhibitor: 13%; PI4K2A block: -1; USP1 inh: -5%; TrxR1 substrate: 4%; mIDH1 inhibitor: 1%

What do the screens show for `COc1ccc(NC(=O)C2=C(C)Nc3nc(CCCO)nn3C2c2ccc(O)cc2)cc1` (configuration not stated)?
rTrxR1 inhibitor: 19%[57.1 µM]; PI4K2A block: 2; USP1 inh: -5%; TRHR agonist: 0.4; TrxR1 substrate: 0%[57.1 µM]; mIDH1 inhibitor: 0%; D2 ag: 0.5; TRHR PAM: -7

Results for COCCNC(=O)Cn1cnc([N+](=O)[O-])n1 ?
D2 antag: 9; rTrxR1 inhibitor: 15%; PI4K2A block: 1; USP1 inh: 3%; TRHR agonist: 0.5; TrxR1 substrate: 3%; mIDH1 inhibitor: 7%; D2 ag: 0.1; TRHR PAM: 1

Results for Cc1cc(SCC(=O)N(C)CC(=O)Nc2ccc(F)cc2)nc2ccccc12 ?
D2 antag: -1; rTrxR1 inhibitor: -9%; PI4K2A block: 3; USP1 inh: -1%; TRHR agonist: 0.1; TrxR1 substrate: -14%; mIDH1 inhibitor: 6%; D2 ag: 0.1; TRHR PAM: -9

What do the screens show for `O=C1C=C(NC(=O)Nc2ccc(Cl)c(Cl)c2)CCC1`?
D2 antag: 10; rTrxR1 inhibitor: 25%; PI4K2A block: -2; USP1 inh: -9%; TRHR agonist: 1.0; TrxR1 substrate: 3%; mIDH1 inhibitor: 0%; D2 ag: 3.3; TRHR PAM: -7

What do the screens show for `Clc1ccc(-n2ncc3c(NCCN4CCOCC4)ncnc32)cc1`?
rTrxR1 inhibitor: 6%[57.1 µM]; PI4K2A block: -3; USP1 inh: 4%; TRHR agonist: 2.0; TrxR1 substrate: 10%[57.1 µM]; mIDH1 inhibitor: 1%; TRHR PAM: 9

How did O=C(c1ccc2c(c1)OCO2)N1CCCc2ccccc21 do in these assays?
D2 antag: -13; rTrxR1 inhibitor: 15%[57.1 µM]; PI4K2A block: 3; USP1 inh: -8%; TRHR agonist: -0.6; TrxR1 substrate: 9%[57.1 µM]; mIDH1 inhibitor: 7%; D2 ag: 0.5; TRHR PAM: 0

How did CCOCCCNC(=O)C1CCCN(S(=O)(=O)c2ccc(-n3cnnn3)cc2)C1 (configuration not stated) do in these assays?
D2 antag: -1; rTrxR1 inhibitor: 9%[57.1 µM]; PI4K2A block: 1; USP1 inh: -1%; TRHR agonist: 0.1; TrxR1 substrate: 4%[57.1 µM]; mIDH1 inhibitor: -9%; D2 ag: 0.3; TRHR PAM: -6

How did CCCS(=O)(=O)N1CCN(C(=O)c2cccnc2)CC1 do in these assays?
D2 antag: -6; rTrxR1 inhibitor: 12%; PI4K2A block: 7; USP1 inh: -15%; TRHR agonist: 0.9; TrxR1 substrate: 3%; mIDH1 inhibitor: 2%; D2 ag: 0.5; TRHR PAM: 10

Results for CCN(C(=O)CSc1nnc(NC2CCCCC2)s1)C1CCS(=O)(=O)C1 (configuration not stated) ?
D2 antag: -1; rTrxR1 inhibitor: 28%; PI4K2A block: -1; USP1 inh: 2%; TRHR agonist: 0.3; TrxR1 substrate: 0%; mIDH1 inhibitor: 1%; D2 ag: 0.8; TRHR PAM: 0

How did CCN(C(=O)COC(=O)Cn1c(C)csc1=O)c1c(N)n(Cc2ccccc2)c(=O)[nH]c1=O do in these assays?
D2 antag: -2; rTrxR1 inhibitor: 40%[57.1 µM]; PI4K2A block: -2; USP1 inh: -16%; TRHR agonist: 0.5; TrxR1 substrate: 21%[57.1 µM]; mIDH1 inhibitor: 0%; D2 ag: 0.2; TRHR PAM: 1

What do the screens show for `O=S(=O)(NCCSc1nnc(-c2ccco2)n1-c1ccccc1)c1ccccc1`?
D2 antag: -10; rTrxR1 inhibitor: -9%[57.1 µM]; PI4K2A block: -10; USP1 inh: -2%; TRHR agonist: -0.2; TrxR1 substrate: 8%[57.1 µM]; mIDH1 inhibitor: 3%; D2 ag: 1.1; TRHR PAM: -9

What do the screens show for `O=C(Cn1c(=O)c2cccn2c2cccnc21)NCCCN1CCN(c2ccc(F)cc2)CC1`?
D2 antag: 54*; rTrxR1 inhibitor: 12%; PI4K2A block: 0; USP1 inh: -4%; TRHR agonist: -0.7; TrxR1 substrate: 0%; mIDH1 inhibitor: -3%; D2 ag: 20; TRHR PAM: 0

What do the screens show for `CC(=O)Nc1ccc(C(=O)OCC(=O)c2ccc(S(=O)(=O)N3CCCCC3)cc2)cc1`?
D2 antag: -35; rTrxR1 inhibitor: 19%; PI4K2A block: -3; USP1 inh: -8%; TRHR agonist: -0.5; TrxR1 substrate: 5%; mIDH1 inhibitor: 1%; D2 ag: -0.2; TRHR PAM: 1

How did Cc1cccc(NC(=O)CSc2nc(-c3cccc(C)c3)nc3c2Cc2c(CO)cnc(C)c2O3)c1 do in these assays?
rTrxR1 inhibitor: -1%; PI4K2A block: -1; USP1 inh: -1%; TRHR agonist: 0.3; TrxR1 substrate: 4%; mIDH1 inhibitor: 1%; D2 ag: -0.5; TRHR PAM: 0

Results for Cc1ccc(-c2cc(C(=O)NCCc3ccccc3)c3c(-c4ccc(C)cc4)[nH]nc3n2)cc1 ?
rTrxR1 inhibitor: 18%[57.1 µM]; PI4K2A block: 4; USP1 inh: -25%; TRHR agonist: 1.0; TrxR1 substrate: 11%[57.1 µM]; D2 ag: 0.3; TRHR PAM: 2

Results for CC(C)OC(=O)C1Cc2ccccc2CN1S(=O)(=O)c1cccs1 (configuration not stated) ?
D2 antag: -9; rTrxR1 inhibitor: -2%; PI4K2A block: -3; USP1 inh: -26%; TRHR agonist: -0.4; TrxR1 substrate: -1%; mIDH1 inhibitor: 5%; D2 ag: -0.5; TRHR PAM: 3

Results for COc1ccc(C2(SCC(N)C(=O)O)c3ccccc3-c3ccccc32)cc1 (configuration not stated) ?
rTrxR1 inhibitor: -1%[11.4 µM]; PI4K2A block: 1; USP1 inh: -22%; TrxR1 substrate: -5%[57.1 µM]; mIDH1 inhibitor: 8%

Three compounds drawn at random from the list so far:
What do the screens show for `O=C1C=C(NC(=O)Nc2ccc(Cl)c(Cl)c2)CCC1`?
D2 antag: 10; rTrxR1 inhibitor: 25%; PI4K2A block: -2; USP1 inh: -9%; TRHR agonist: 1.0; TrxR1 substrate: 3%; mIDH1 inhibitor: 0%; D2 ag: 3.3; TRHR PAM: -7

What do the screens show for `O=S(=O)(NCCSc1nnc(-c2ccco2)n1-c1ccccc1)c1ccccc1`?
D2 antag: -10; rTrxR1 inhibitor: -9%[57.1 µM]; PI4K2A block: -10; USP1 inh: -2%; TRHR agonist: -0.2; TrxR1 substrate: 8%[57.1 µM]; mIDH1 inhibitor: 3%; D2 ag: 1.1; TRHR PAM: -9

Results for COCCNC(=O)Cn1cnc([N+](=O)[O-])n1 ?
D2 antag: 9; rTrxR1 inhibitor: 15%; PI4K2A block: 1; USP1 inh: 3%; TRHR agonist: 0.5; TrxR1 substrate: 3%; mIDH1 inhibitor: 7%; D2 ag: 0.1; TRHR PAM: 1

Compound activity deposited in PubChem by National Center for Advancing Translational Sciences (NCATS).
